From PubChem BioAssay
Hep lipid drop – modulators of hepatic lipid droplet formation; AML12 mouse hepatocytes, oleate lipid droplets, BODIPY imaging; 240,000 compounds, 0.4% hits; inhibition, % at 6.5 µM; AID 1656;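 active = lipid droplet intensity inhibited by at least 50%, with more than 500 cells counted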
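Material – AML12 mouse liver cells · Also added – oleate loading, 100 µM · Compound dosing – 6.5 µM single-point dosing · Times – overnight treatment with compound plus oleate · Measured by – fluorescence imaging, 20x objective, two fields per well · Read-out – percent inhibition of filter-corrected integrated lipid droplet intensity per well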
T cell modulator – modulates CD8 T cell binding to vesicles. 2C CD8+ T cell-vesicle binding, flow cytometry; stronger effect = lower value. calls only at 7 µM. 330,000 compounds, 0.068% hits;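 active = response, share of CD8 T cells binding vesicles, and their 90th percentile fluorescence all below set limits, cut at about 80% in these data, passing the limit was not always enough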
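Assay system – 2C mouse CD8+ T cells · Also added – QL9-loaded Drosophila micro-vesicles · Timing – Cell–vesicle co-incubation 1.5 h at 37 °C, staining 20 min on ice · Signal – flow cytometry of vesicle-bound cells · Measure – percent CD8+ FL2 mean versus row control · Controls – Peptide-free naked vesicles (low) and QL9 vesicles with 0.7% DMSO vehicle (high)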
Hep lipid drop cells 6.5 µM – further read-out of Hep lipid drop, marked with its call; cell count; measured here: cell count, cytotoxicity flag;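 cells counted across two imaged fields per well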
T cell modulator vesicle-bound % – also measured in T cell modulator; calls as there; double positive events, %; measured here: CD8+ vesicle-bound cell fraction;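 binding gate set so that unloaded-vesicle control wells show 10% double positive cells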
The depositor's hits bear a star; i = inactive. The list is partial (hit frequency here may not be typical).

SMILES	Hep lipid drop	Hep lipid drop cells 6.5 µM	T cell modulator	T cell modulator vesicle-bound %
C/C(=C/c1ccccc1)C(=O)N1CCC(C)CC1	2	857	i	54
Cn1c(CNC(=O)CCNC(=O)c2cccc(Br)c2)cc(=O)n(C)c1=O	7	734	i	3
Cc1ccccc1CNC(=O)C1CCC(=O)N(Cc2cccc(F)c2)C1 (stereo unspecified)	6	713	i	26
CCOc1ccccc1/C=C/c1onc(C)c1S(=O)(=O)N1CCC(C(=O)N(CC)CC)CC1	-3	669	i	0
CC(C)N(CCNC(=O)c1ccc(NC2=NC3CS(=O)(=O)CC3S2)cc1)Cc1ccco1 (stereo unspecified)	17	860	i	28
Cc1ccccc1NC(=O)c1ccno1	-4	821	i	25
COC(=O)C(C)n1cnc2c(nnn2-c2ccccc2)c1=O (stereo unspecified)	-2	751	i	40
Cc1ccc(OCc2cc(C(=O)N(C)CCc3ccccc3)no2)cc1C	19	741	i	69
COc1cc(C#N)ccc1OCC(=O)N1CCc2ccccc2C1	-6	833	i	40
Cc1noc(NS(=O)(=O)c2ccc(NC(=O)/C=C/c3ccc(C(C)C)cc3)cc2)c1C	0	827	i	8
C=C(C)COc1ccc(-c2ncncc2-c2ccccc2)c(O)c1	0	831	i	55
CCCn1c2ccccc2c2cnn(CC(=O)N3CCN(C4CCCCC4)CC3)c(=O)c21	23	732	i	11
COc1ccc(C(=O)NC2CCc3ccccc32)cc1OC1CCN(C(C)=O)CC1 (stereo unspecified)	6	641	i	63
CCn1c(=O)c2cc(C(=O)NCCOC)sc2c2ccccc21	-3	824	i	24
CCOc1ccc2nc(SCC(=O)NCc3ccccc3)[nH]c2c1	-8	785	i	46
O=C(CSc1n[nH]c(-c2cccnc2)n1)Nc1ccc(Br)cc1	-9	763	i	18
COCCCN1CN=C(NS(=O)(=O)c2ccc(C)cc2)NC1	-7	742	i	16
CCn1cc(C(=O)NCc2ccc(Cl)cc2)c(=O)c2cc(S(=O)(=O)N(C)C)ccc21	62*	822*	i	30
CN(C)S(=O)(=O)c1cccc(COC(=O)CN2CCCCCC2=O)c1	-8	770	i	36
CC(OC(=O)c1ccc(NC(=O)CC#N)cc1)C(=O)Nc1ccc(Oc2ccccc2)cc1 (stereo unspecified)	-29	715	i	62
COc1ccc(CCNC(=O)CN2C(=O)CSc3ccc(S(=O)(=O)N4CCOCC4)cc32)cc1OC	-2	742	i	23
NC(=O)C1(N2CCCCC2)CCN(S(=O)(=O)c2ccc(Cl)s2)CC1	-2	683	i	43
N#CC1=C(N)OC2=C(C(=O)CCC2)C1c1cc2c(cc1Cl)OCO2 (stereo unspecified)	-8	796	i	65
Cc1cc(NC(=O)NCc2ccccc2)c(=O)n(Cc2ccc(F)cc2)c1	-1	858	i	56
O=C(NCCc1ccc(Cl)cc1)c1ccc2[nH]c(=O)c(=O)[nH]c2c1	-3	727	i	39
COCCN(C(=O)Nc1ccccc1OC)c1nc2ccccc2s1	-1	761	i	58
CCOc1cc(CN2CCC(n3nccc3NC(=O)C3CC3)CC2)ccc1O	-16	696	i	18
CCOc1ccc(CCNC(=O)c2ccc3nc(CC)c(CC)nc3c2)cc1	-3	695	i	16
O=C(CC1C(=O)NCCN1Cc1cccc(C(F)(F)F)c1)NC1CCCCCC1 (stereo unspecified)	13	729	i	30
COc1ccc(C)cc1NS(=O)(=O)c1ccc2c(c1)N(C)CCO2	-29	697	i	32
COc1ccc(C(=O)NNC(=O)C(=O)Nc2ccc(C)cc2)cc1	-4	781	i	20
CCC(C(=O)NCCCN1CCN(C)CC1)n1nc(C)n2c(cc3occc32)c1=O (stereo unspecified)	12	668	i	7
CN1CCN(CCNC(=O)Cn2c(=O)c3cccn3c3ccc(F)cc32)CC1	-1	654	i	41
O=C(COc1ccc(Cl)cc1)NC1CC1	-7	711	i	65
O=C(CSCc1ccc(Cl)cc1)Nc1ccc(O)cc1C(=O)O	-3	852	i	23
Cc1ccc(-n2nc3c(=O)n(C(C)C(=O)NC4CC4)nc(C)c3c2C)cc1 (stereo unspecified)	-2	719	i	15
O=C(Nc1cccc2ncccc12)c1ccc([N+](=O)[O-])o1	6	558	i	15
Cn1c(COc2ccccc2Br)nc2ccccc21	16	856	i	12
Cc1coc2c1c(C)cc1oc(=O)c(CC(=O)NCCCCCC(=O)O)c(C)c12	-10	772	i	25
O=C(O)C(Cc1c[nH]c2ccccc12)NS(=O)(=O)c1ccc(Cl)c(C(F)(F)F)c1 (stereo unspecified)	0	859	i	24
COc1ccc(C(CNC(=O)COc2ccc(Cl)cc2C)N2CCCCC2)cc1 (stereo unspecified)	3	745	i	18
COc1ccc(S(=O)(=O)N2CCOC2CNC(=O)C(=O)NCCN2CCOCC2)cc1 (stereo unspecified)	0	834	i	17
Cc1ccc(C)c(OCc2cc(C(=O)N3CC[C@H](O)C3)no2)c1	27	723	i	10
CCOc1ccc(CN(C)Cc2cc(=O)oc3cc(C)c(Cl)cc23)cc1	-30	823	i	22
COc1ccc(C(=O)COC(=O)CCC(=O)Nc2ccc(C(C)=O)cc2)cc1	5	626	i	54
Cc1nn(C(=O)c2cccc([N+](=O)[O-])c2)c(C)c1Br	-5	830	i	28
Cc1onc(-c2ccccc2Cl)c1C(=O)N1CC(C)CC(C)C1 (stereo unspecified)	-10	805	i	49
Cc1ccc(C(=O)CSc2ccccc2C(=O)O)cc1	-6	726	i	30
Cc1ccc(-n2ncc3c2CC(C)(C)CC3NC(=O)c2ccncc2)cc1 (stereo unspecified)	-1	830	i	63
Clc1cccc(CN2CCN(Cc3ccco3)CC2)c1	14	833	i	36
O=C(O)CCNc1nc(-c2ccccc2)c2cc(Br)ccc2n1	-3	816	i	14
CCCN1CCN(CC(=O)Nc2nnc(C)s2)CC1	8	805	i	52
Cc1c2cnn(CC(=O)N3CCOCC3)c(=O)c2c(C)n1Cc1ccccc1F	19	754	i	37
COc1ccc(CCNC(=O)c2cc(=O)c3cc(C)ccc3o2)cc1	10	758	i	31
COc1cccc(N(CC(=O)NC2CCCC2)C(=O)CCC(=O)Nc2cc(C)on2)c1	8	823	i	52
O=C(O)CCCNc1cc(N2CCN(C(=O)c3ccco3)CC2)c2noc3c2c1C(=O)c1ccccc1-3	-6	766	i	23
Cc1ccccc1Cn1cc(NS(=O)(=O)c2cn(C)nc2C)cn1	12	746	i	19
CCN(c1ccccc1)S(=O)(=O)c1ccc2c(c1)CC(C)N2C(=O)C1CC1 (stereo unspecified)	7	749	i	32
CCc1cc(CNC(=O)c2cccc(OC3CCN(S(C)(=O)=O)CC3)c2)on1	-4	665	i	62
Cc1c(-c2ccc(Cl)cc2Cl)nc2ccccc2c1C(=O)NCCN1CCOCC1	-17	838	i	28

17 neighbouring compounds from above, quoted:
SMILES	Hep lipid drop	Hep lipid drop cells 6.5 µM	T cell modulator	T cell modulator vesicle-bound %
CCOc1ccc(CN(C)Cc2cc(=O)oc3cc(C)c(Cl)cc23)cc1	-30	823	i	22
COc1ccc(C(=O)COC(=O)CCC(=O)Nc2ccc(C(C)=O)cc2)cc1	5	626	i	54
Cc1nn(C(=O)c2cccc([N+](=O)[O-])c2)c(C)c1Br	-5	830	i	28
Cc1onc(-c2ccccc2Cl)c1C(=O)N1CC(C)CC(C)C1 (stereo unspecified)	-10	805	i	49
Cc1ccc(C(=O)CSc2ccccc2C(=O)O)cc1	-6	726	i	30
Cc1ccc(-n2ncc3c2CC(C)(C)CC3NC(=O)c2ccncc2)cc1 (stereo unspecified)	-1	830	i	63
Clc1cccc(CN2CCN(Cc3ccco3)CC2)c1	14	833	i	36
O=C(O)CCNc1nc(-c2ccccc2)c2cc(Br)ccc2n1	-3	816	i	14
CCCN1CCN(CC(=O)Nc2nnc(C)s2)CC1	8	805	i	52
Cc1c2cnn(CC(=O)N3CCOCC3)c(=O)c2c(C)n1Cc1ccccc1F	19	754	i	37
COc1ccc(CCNC(=O)c2cc(=O)c3cc(C)ccc3o2)cc1	10	758	i	31
COc1cccc(N(CC(=O)NC2CCCC2)C(=O)CCC(=O)Nc2cc(C)on2)c1	8	823	i	52
O=C(O)CCCNc1cc(N2CCN(C(=O)c3ccco3)CC2)c2noc3c2c1C(=O)c1ccccc1-3	-6	766	i	23
Cc1ccccc1Cn1cc(NS(=O)(=O)c2cn(C)nc2C)cn1	12	746	i	19
CCN(c1ccccc1)S(=O)(=O)c1ccc2c(c1)CC(C)N2C(=O)C1CC1 (stereo unspecified)	7	749	i	32
CCc1cc(CNC(=O)c2cccc(OC3CCN(S(C)(=O)=O)CC3)c2)on1	-4	665	i	62
Cc1c(-c2ccc(Cl)cc2Cl)nc2ccccc2c1C(=O)NCCN1CCOCC1	-17	838	i	28

More results:
SMILES	Hep lipid drop	Hep lipid drop cells 6.5 µM	T cell modulator	T cell modulator vesicle-bound %
COc1ccc(OCCn2cc(C=O)c3ccccc32)cc1	-8	813	i	36
Cc1ccccc1CNC(=O)CCCn1ncn2c(cc3occc32)c1=O	-7	643	i	59
COc1cccc(CNc2ccccn2)c1O	-2	772	i	58
CCOC(=O)c1sc(NC(=O)CSc2ncccn2)nc1C	-16	575	i	57
CCC(C)c1ccc(NC(=O)Nc2cnccn2)cc1 (stereo unspecified)	0	867	i	6
CCC(=O)Nc1nnc(S(=O)(=O)N(C)c2cc(C)cc(C)c2)s1	6	799	i	31
CCOC(=O)CC(=O)CSc1ncnc2c1nnn2-c1ccccc1	10	713	i	46
COc1cc(C(=S)N2CCOCC2)cc(OC)c1OS(=O)(=O)c1ccc(Cl)cc1	-31	793	i	56
CCOc1ccc(N=C2SCCCN2C(=O)c2c(CC)noc2C)cc1	0	820	i	6
Cc1ccc(CSc2nc3ccccc3c(=O)n2C)cc1	-36	806	i	17
O=C(Nc1ccncc1)Nc1cccc(Cl)c1	-2	790	i	12
Cc1ccsc1CNC1CCCCC1	-6	802	i	62
Cc1onc(-c2ccccc2)c1C(=O)NC(C)c1ccc2c(c1)OCO2 (stereo unspecified)	-20	658	i	71
O=C(CNC(=O)N1CC(=O)Nc2ccccc21)NCc1cccc(Cl)c1	9	672	i	54
COCCc1nc2ccc(C(=O)N(C)Cc3cccc(-n4cccn4)c3)cc2o1	-13	731	i	65
COc1ccc(C(C)C)cc1S(=O)(=O)N1CCC(C(=O)NCC2CCCO2)CC1 (stereo unspecified)	2	814	i	9
CNC(=S)N(CCN(C)C)Cc1cc2cc3c(cc2[nH]c1=O)OCO3	-1	855	i	35
CCn1cc(CCCC(=O)NCc2ccccc2OC)c2ccccc21	88*	834*	i	31
CCOc1ccc2c(c1)C(C)=CC(C)(C)N2S(=O)(=O)c1ccc(NC(C)=O)cc1	-155	389	i	49
CC(=O)Nc1ccc(NC(=O)c2ccccc2Nc2ccccc2)cc1	-1	759	i	45
COc1ccc(Br)cc1/C=N/NC(=O)C[n+]1ccccc1	1	803	i	13
CSCCC(=O)N1CC[C@@H](N2CCN(c3ccccc3F)CC2)[C@H](O)C1	-2	737	i	37
O=C(NCc1ccccn1)C(=O)NCC1OCCCN1S(=O)(=O)c1ccc(F)cc1 (stereo unspecified)	10	671	i	10
OCc1nc2ccccc2n1CCc1ccccc1	-11	821	i	59
Cc1cccc(NS(=O)(=O)c2ccc(-n3cccn3)cc2)c1C	-2	597	i	24
CCc1cc2c(=O)c(-c3nc4ccccc4n3C)c(C)oc2cc1OC(C)=O	9	756	i	24
CCN1CCN(c2nc3c(C)cccn3c(=O)c2/C=C(\C#N)C(=O)NCCCOC)CC1	2	814	i	60
Cc1ccc(NC(=O)CCN2C(=O)c3cccc([N+](=O)[O-])c3C2=O)c(Br)c1	15	788	i	64
CCN1CCN(CCNC(=O)c2ccc(CS(=O)c3ccc(Cl)cc3)o2)CC1 (stereo unspecified)	4	745	i	16
CCCNc1c(NS(=O)(=O)c2ccc(Br)cc2)c(=O)oc2ccccc12	1	791	i	30
Cc1cc(C)cc(N2CC(C(=O)NC3CCCCC3)CC2=O)c1 (stereo unspecified)	-36	699	i	30
Cc1csc(NC(=O)CSC2=NCCS2)n1	-3	677	i	12
CCCC(c1nnnn1CS(=O)(=O)c1ccc(C)cc1)N1CCC(C(N)=O)CC1 (stereo unspecified)	5	849	i	47
CCOc1ccc(N(C)c2ccc(/C=C3/SC(=S)NC3=O)cc2)cc1	1	792	i	65
O=C(Cn1cnc2ccccc21)c1ccc(Cl)cc1	0	834	i	23
CC1(C)CC(NC(=O)c2ccccc2)CC(C)(C)N1	0	779	i	57
Cc1ccc(NC(=O)CN2C(=O)COc3ccc(S(=O)(=O)N4CCOCC4)cc32)cc1N(C)C	-1	681	i	2
CCOc1cc(/C=C2/SC(=S)N(Cc3ccccc3)C2=O)ccc1O	-2	819	i	60
O=C(O)c1ccc(/C=N/Nc2ncc(Cl)cc2Cl)cc1	3	758	i	18
Cc1cc(Cl)ccc1NC(=O)CN1C(=O)CSc2ccc(S(=O)(=O)N3CCOCC3)cc21	-69	745	i	11
CCN1CCN(c2nc(-c3ccccc3Cl)nc3ccccc23)CC1	-6	795	i	13
COc1ccc(CNC(=O)[C@@H](NC(=O)C2CCN(C(=O)[C@@H](N)CC(C)C)CC2)C(C)C)cc1	9	773	i	19
